# BLM helicase inh: Bloom syndrome helicase (human) inhibition | P54132 | recombinant BLM DNA unwinding, fluorescence dequenching | Potency, µM (series often up to 56.1 µM), for inactives: at the top dose activity change, negative = inhibition, actives largely listed as inhibitors | actives 0.2% (n = 350,000) | AID 2528;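 note: potency is the fitted concentration of half-maximal effect; plate controls were vehicle for no effect and no enzyme for full effect; nearly all actives have a fitted effect of over 35% in size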
# Target sequence (P54132 whole entry, looked up): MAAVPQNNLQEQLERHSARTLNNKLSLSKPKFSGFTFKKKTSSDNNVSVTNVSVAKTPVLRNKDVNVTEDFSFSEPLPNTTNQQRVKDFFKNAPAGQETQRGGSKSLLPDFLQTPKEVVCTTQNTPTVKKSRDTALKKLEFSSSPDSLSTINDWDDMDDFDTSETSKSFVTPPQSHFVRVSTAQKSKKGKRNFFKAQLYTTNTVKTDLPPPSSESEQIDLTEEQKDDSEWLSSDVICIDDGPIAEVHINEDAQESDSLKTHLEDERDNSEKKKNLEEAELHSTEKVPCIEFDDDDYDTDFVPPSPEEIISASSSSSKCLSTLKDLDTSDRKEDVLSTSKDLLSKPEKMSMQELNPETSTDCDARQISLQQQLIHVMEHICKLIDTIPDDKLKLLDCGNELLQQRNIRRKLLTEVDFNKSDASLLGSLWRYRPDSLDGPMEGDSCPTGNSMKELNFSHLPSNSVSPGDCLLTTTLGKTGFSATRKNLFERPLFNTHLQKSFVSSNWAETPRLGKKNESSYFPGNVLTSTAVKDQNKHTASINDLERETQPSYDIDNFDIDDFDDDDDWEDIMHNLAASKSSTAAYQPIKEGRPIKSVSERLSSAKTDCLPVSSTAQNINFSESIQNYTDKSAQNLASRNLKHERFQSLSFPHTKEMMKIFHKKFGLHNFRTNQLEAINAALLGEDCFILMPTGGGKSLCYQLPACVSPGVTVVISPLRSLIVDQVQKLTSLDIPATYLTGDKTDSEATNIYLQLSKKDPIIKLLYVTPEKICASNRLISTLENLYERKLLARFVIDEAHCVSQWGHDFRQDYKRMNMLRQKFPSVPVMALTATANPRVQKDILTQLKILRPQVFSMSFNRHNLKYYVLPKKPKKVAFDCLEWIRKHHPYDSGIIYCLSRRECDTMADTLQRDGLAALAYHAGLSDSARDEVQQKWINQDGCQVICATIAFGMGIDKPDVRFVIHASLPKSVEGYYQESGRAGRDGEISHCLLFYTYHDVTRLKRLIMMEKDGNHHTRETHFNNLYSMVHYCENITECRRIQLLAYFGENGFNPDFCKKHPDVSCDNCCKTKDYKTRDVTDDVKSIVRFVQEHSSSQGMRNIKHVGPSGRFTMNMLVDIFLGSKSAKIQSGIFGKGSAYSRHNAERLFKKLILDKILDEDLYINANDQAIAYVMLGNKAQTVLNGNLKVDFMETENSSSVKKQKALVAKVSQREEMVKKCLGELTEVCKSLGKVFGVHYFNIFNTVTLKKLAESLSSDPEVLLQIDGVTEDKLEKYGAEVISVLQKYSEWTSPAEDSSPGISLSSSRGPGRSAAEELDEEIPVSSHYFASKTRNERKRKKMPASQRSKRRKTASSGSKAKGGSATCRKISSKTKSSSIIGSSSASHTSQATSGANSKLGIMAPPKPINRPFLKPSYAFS
# GRP78 ERSR act: induces the endoplasmic reticulum stress response in human glioma cells. U87-MG GRP78 promoter luciferase reporter, 16 h. Potency, µM, without a hit: top-dose activation, most hits filed as activators. actives 0.02% (n = 420,000); note: potency is the fitted concentration of half-maximal effect; series mostly up to about 76 µM; % of control where 0% means no effect; nearly all actives have a fitted effect of over 35% in size
#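 Stably transfected U87-MG human glioma cells carrying a GRP78-based luminescent sensor were seeded at 1000 cells/well, pin-dosed with compounds and incubated 16 h. Luciferase reagent was then added, and end-point luminescence was read after 10 min at room temperature.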
# POLB inh: blocks human DNA polymerase beta activity; Potency, µM (series often up to 114 µM), without a hit: at the top dose activity change, negative = inhibition, hits mostly inhibitors; actives 1.3% (n = 340,000); P06746; Pol beta primer extension/strand displacement, fluorescence kinetic; note: potency is the fitted concentration of half-maximal effect; % is set by controls: 0 for no effect and ±100 for the full control effect
#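 Pol beta (10 nM) was preincubated with compound for 15 min at room temperature. The reaction was then started with 50 nM substrate and read immediately and after a further 10 min at room temperature.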
# Anesthetic bind: binds horse apoferritin like a general anesthetic | actives 0.074% (n = 350,000) | P02791 | AID 485281 | apoferritin/1-aminoanthracene competitive binding, fluorescence | Potency, µM (top dose mostly 77.5 µM), inactives show at the top dose activity change, negative = displacement, hits mostly inhibitors; note: potency is the fitted concentration of half-maximal effect; % is set by controls: 0 for no effect and ±100 for the full control effect; nearly all actives have a fitted effect of over 20% in size
#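 In PBS, apoferritin at 10 uM is loaded with 1-AMA from a 50% saturated solution. After 10 min of compound exposure at ambient temperature, reduced 535 nm fluorescence indicates probe displacement.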
# APE1 inh: blocks human APE1 abasic DNA cleavage; P27695; recombinant APE1, TAMRA/BHQ-2 abasic DNA cleavage fluorescence; Potency, µM (series often up to 65.8 µM), without a hit: at the highest dose activity change, negative = inhibition, actives largely listed as inhibitors; actives 0.35% (n = 350,000);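 note: potency is the fitted concentration of half-maximal effect; plate controls were vehicle for no effect and reference inhibitor for full effect; nearly all actives have a fitted effect of over 55% in size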
#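 Step 1: APE1 (0.75 nM) with compound, 15 min RT. Step 2: add 50 nM fluorophore/quencher THF duplex. Step 3: three fluorescence reads 60 s apart (525/598 nm); read 3 minus read 1 = reaction progress.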
# POLI inh: DNA polymerase iota (human) inhibition; Pol iota fluorescent replication assay, 10 min; Potency, µM (titrated, usually from 115 µM), for the others: at the highest dose activity, negative = inhibition, usual class: inhibitors; actives 1% (n = 390,000); AID 588590; note: potency is the fitted concentration of half-maximal effect
#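 Pol iota at 10 nM preincubated 15 min with compounds at room temperature; reaction started with fluorescent substrate, 50 nM final. Fluorescence read kinetically at 0 and 10 min; buffer-only wells as negative control.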
# POLK inh: inhibitors of human DNA polymerase kappa; Q9UBT6; purified Pol kappa, fluorescent DNA synthesis assay, 10 min; Potency, µM (doses to about 107 µM), for the others: at the top dose activity, negative = inhibition, most hits filed as inhibitors; actives 0.53% (n = 400,000); AID 588579; note: potency is the fitted concentration of half-maximal effect; % is set by controls: 0 for no effect and ±100 for the full control effect
#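 10 nM Pol kappa preincubated 15 min at room temperature with compounds, then reaction started with substrate at 50 nM final. Fluorescence read kinetically at 0 and 10 min; buffer-only wells served as negative control.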
# Pol eta inh: inhibitors of human DNA polymerase eta; AID 588591; Potency, µM (titrated, usually from 114 µM), for the others: at the highest dose activity change, negative = inhibition, hits mostly inhibitors; actives 1.2% (n = 390,000); recombinant Pol eta, fluorescent DNA replication assay; Q9Y253; note: potency is the fitted concentration of half-maximal effect; % is set by controls: 0 for no effect and ±100 for the full control effect
#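 Pol eta at 10 nM preincubated with compounds 15 min at room temperature; reaction started with fluorescent substrate (50 nM final) and read kinetically at 0 and 10 min.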
# LDHA block: blocks human lactate dehydrogenase A; P00338; purified LDHA, NADH/diaphorase-resazurin fluorescence; active compounds read low; activity change, % (values are at about 110 or 230 µM); actives 0.15% (n = 480,000); in the data active = activity change below about -30%; inconclusive = mostly about -25% to -30%;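 note: plate controls were DMSO wells for no effect and wells without enzyme for full effect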
#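 LDH5 2 nM; NADH 0.06 mM, pyruvate 0.2 mM; 200 mM Tris pH 7.4, EDTA, Tween-20; 5 min RT. Detection: diaphorase 0.133 mg/mL + resazurin 37 µM, fluorescence ex540/em590 at 0 and 20 min; normalized to enzyme-free and DMSO wells.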
# * hit, by the source's call; ? = inconclusive; . = no result given; & = joins results of further samples; [ ] = remark or other dose. Unless noted, calls come from the whole dose curve; as a rule, active = well fitted curve in the direction sought with a large enough effect; inconclusive = small, poorly fitted or top-dose-only effect, or another doubt; inactive = no such curve, though single readings can be large; an effect the other way counts as inactive or inconclusive. An excerpt (hit frequency here may not be typical).
no. | smiles | BLM helicase inh | GRP78 ERSR act | POLB inh | Anesthetic bind | APE1 inh | POLI inh | POLK inh | Pol eta inh | LDHA block
1 | CN1CCN(c2ccc(CNS(=O)(=O)c3ccc(F)cc3Cl)cc2)CC1 | -3% | -3% | -22% | -2% | 2% | -17% | 9% | 3% | -1
2 | NC1=NC[C@H](c2ccccc2)N1CCc1cccc(F)c1 | 2% | -7% | 12% | -11% | -6% | 37%[activator] | -5% | -6% | -4
3 | O=C(CSc1nnc(SCc2ccccc2)s1)NNC(=S)Nc1ccccc1 | 3% | -7% | -4% | -23% | 1% | -4% | -8% | -8% | -6
4 | CCCc1cc(=O)[nH]c(SCC(=O)Nc2cc3c(cc2C(C)=O)OCO3)n1 | 4% | -6% | 1% | 1% | -1% | -12% | -18% | -11% | 2
5 | COc1cc(C(=O)N/C(=C\c2cn(C)c3ccccc23)C(=O)NCCCn2ccnc2)cc(OC)c1OC | 0% | 1% | 0% | -9% | 4% | 31%[activator] | -10% | -24% | -21
6 | CCCCCNC(=O)C(C#N)c1nc2ccccc2nc1N1CCCC1 (centres undefined) | -3% | -2% | 17% | 3% | -2% | -11% | 0% | -11% | 4&-4
7 | CCc1ccc(NC(=O)c2oc3c(c2C)-c2[nH]ncc2CC3)cc1 | -1% | -1% | 1% | 35%[activator] | . | 18% | -11% | -17% | 21
8 | Cc1cccc(Oc2ncccc2[N+](=O)[O-])c1C | . | -4% | . | . | . | 115%[activator] | -5% | -23% | -2
9 | COc1ccc2nc(N3CCCC(C(=O)NCCCN4CCN(C)CC4)C3)sc2c1 (centres undefined) | -6% | 3% | 24% | -13% | 3% | 12% | -4% | -10% | 3
10 | CC(=O)Nc1ccc(NC(=O)C(C)OC(=O)C(C)SCC(=O)Nc2ccc(C)cc2)cc1 (centres undefined) | . | -2% | . | . | -3% | 27% | -5% | -21% | -2
11 | CC(/C=N/NC(=O)c1ccc(CN2c3cccc4cccc(c34)S2(=O)=O)cc1)c1ccccc1 (centres undefined) | 4% | -1% | 6%[57.1 µM] | -1% | -5% | -6% | -6% | ? | 1
12 | CCCCSc1nnc2c(n1)OC(c1ccc(C)s1)Nc1ccccc1-2 (centres undefined) | -4% | 2% | -23% | -10% | . | 5% | -5% | -6% | 1
13 | N#Cc1c(Cn2cncn2)nc(=O)n(-c2ccccc2)c1N | -3% | -5% | 0% | -1% | -6% | 25% | 2% | 2% | -8
14 | CCOC(=O)c1nc(N2CCN(c3ccc(F)cc3)CC2)c2c(C)noc2n1 | 2% | -4% | 31%[activator] | -6% | . | 10% | -5%[60.1 µM] | -11% | -5
15 | C=CCn1c(SCc2ccc(OC)cc2)nnc1-c1cccnc1 | -3% | -1% | 12% | -4% | 15% | -10% | -3% | -2% | -13
16 | CCc1nc(SCC(=O)N2CCc3cc(OC)c(OC)cc3C2)c(C#N)cc1C | . | -3% | . | . | . | 22% | -7% | -11% | 0
17 | Cc1cc(NC(=O)CCC(=O)N(CCC(C)C)CC(=O)NCC2CCCO2)no1 (centres undefined) | 2% | 0% | 6% | -10% | -3% | -7% | -5% | -2% | 1
18 | CCCn1c2ccccc2c2cnn(CC(=O)NCCc3ccc(OC)cc3OC)c(=O)c21 | -2% | 2% | -2% | -4% | . | 1% | -11% | 28% | -3
19 | O=C(Oc1ccccc1)c1ccc(-n2cnnn2)cc1 | -3% | -11% | 5% | -6% | -1% | ? | -18% | -3% | 0
20 | CCn1c(C)nnc1SCC(=O)NC1CCCC1 | 2% | -5% | 7% | -11% | 5%[12.4 µM] | 11% | 1% | -18% | -8
21 | CCN(CC)C(=O)CN(c1cccc([N+](=O)[O-])c1)S(=O)(=O)c1ccccc1 | -1% | -5% | 48% | -11% | -11% | 21% | 9% | -12% | 0
22 | COc1ccccc1OCC(=O)NCCCn1ccnc1 | 3% | -2% | 90% | -3% | 15% | -15% | -5% | -2% | -1
23 | Cc1ccc2c(c1C)OC(=O)CC2(C)C | -2% | -3% | 10% | -1% | -5% | 13% | -15% | -9% | -2
24 | Cc1ccc(C(=O)N2CCN(S(=O)(=O)N3CCOCC3)CC2)cc1 | -3% | -3% | -11% | -4% | 8% | 17% | -14% | -2% | -12
25 | CCOc1ccccc1-c1n[nH]c(=S)o1 | -6% | 1% | 0% | 1% | -1% | 8% | -3% | -3% | 0
26 | COc1cc(C(=O)NCC(=O)OCC(=O)N2CCc3ccccc32)cc(OC)c1OC | -10% | -4% | 34% | ? | -2% | 175%[activator] | -2% | -17% | -1
27 | CCCCC(=O)Nc1c(-c2ccc(OC)c(OC)c2)c(=O)c2ccccc2n1C | -1% | 2% | 1% | 5% | 48% | -18% | -5% | 1% | -3
28 | CC12CN3CC(C)(CN(C1)C3c1c[nH]c3ccccc13)C2=O (centres undefined) | 1% | -7% | 2% | -8% | 1% | 83%[activator] | -2% | -16% | 3&-8
29 | CCN(CCNS(=O)(=O)c1ccc2c(c1)oc(=O)n2C)c1ccccc1 | -4% | -1% | 4% | -13% | 8% | 33%[activator] | -5% | -20% | 3
30 | O=C(CCN1CCOCC1)NNC(=O)Nc1cccc(Cl)c1 | 2% | -5% | -27% | -1% | -6% | 40%[activator] | 3% | -2% | 1
31 | Clc1ccc(-c2ccc(C=Nc3ccc(N4CCOCC4)cc3)o2)cc1 | -2% | 0% | -14% | -18% | 2% | 8% | -12% | -22% | 4
32 | COC(=O)C1=C(C)NC(C)=C(C(=O)OC)C1C(=O)OCC(=O)c1ccc(Br)cc1 | . | -4% | . | . | 15% | 24% | -2% | -12% | -3
33 | Cc1occc1C(=O)NN1C(=O)C2C3CCC(O3)C2C1=O (centres undefined) | -5% | -5% | 23% | 2% | 4% | 18% | -14% | 1% | -2
34 | NC(=O)CC(NC(=O)c1ccc(Br)cc1)c1ccc(NC2CCCCC2)c([N+](=O)[O-])c1 (centres undefined) | -4% | 4% | 41% | ? | 2% | 6% | 7% | -10% | -3
35 | CCn1c(CC(=O)Nc2ccccc2C)nnc1SCC(=O)NC1=NCCS1 | -8% | -5% | 40% | -8% | 9% | 81%[activator] | 2% | -15% | 2
36 | CC(=O)Nc1ccc(S(=O)(=O)N2CCN=C2SCc2cccc(C)c2)cc1 | -11% | -1% | -6% | -24% | 6% | -13% | -11% | -14% | -4
37 | COc1cc(C(=O)NCc2cc(C)nc3ccccc23)cc(OC)c1OC | -1% | -3% | 5% | -12% | 0% | 44%[activator] | 5% | 0% | -10
38 | O=C(Nc1ccc(O)c(-c2nc3ccccc3s2)c1)c1cccs1 | 0% | -6% | 9% | 236%[activator] | 5% | 9% | -7% | -14% | -3
39 | N#C/C(=C\c1cn[nH]c1-c1ccccc1)C(=O)NC1CCCCCC1 | -9% | -4% | 11% | ? | 2% | -3% | -5% | -4% | -3
40 | CC(=O)c1sc2nc(-c3ccc(C)cc3)c3c(c2c1N)CCCC3 | -6% | -4% | -1% | -5% | -6% | -2% | 1% | -3% | 0
41 | COc1ccc(C(=O)Nc2cnc3ccccn3c2=O)cc1 | -1%&3% | -5%&-6% | 25%&-3% | -8%&-2% | 5% | -8%&24% | -8% | -4%&16% | -5&-1
42 | Cc1c(C(=O)N2CCCc3ccccc32)oc2ccccc12 | -5% | 1% | 41% | ? | -8% | -2% | 0% | -18% | -6
43 | CC1CCCCC1NS(=O)(=O)c1ccc2c(c1)CC(=O)N2C (centres undefined) | -3% | 2% | 2% | -8% | 9% | 27% | 0% | -12% | -4
44 | COc1cccc(CN2CC(C(=O)NCCCn3cccn3)CCC2=O)c1 (centres undefined) | -2% | 2% | -3% | 2% | -25% | 43%[activator] | 4% | 5% | -6
45 | Cc1ccc(S(=O)(=O)N/N=c2\sc3ccccc3n2C)cc1 | 1% | 2% | 3% | -5% | 11% | 16% | -2% | -13% | -7
46 | O=C(NCc1ccccn1)c1cc2c(ccc3ccccc32)oc1=O | 0% | 0% | 24% | 141%[activator] | 19% | -21% | 2% | -3% | -7
47 | O=S(=O)(c1cnc(Cl)c(Cl)c1)N1CCc2ccccc21 | -4% | -7% | -3% | -2% | -2% | ? | 12% | -10% | 0
48 | CCOc1ccc(CNC(=O)c2ccc3nc(C(C)C)oc3c2)cc1 | 1% | -1% | 2% | -7% | . | 16% | -12%[60.1 µM] | 21% | 11
49 | CCc1c(CN2CCN(c3cccc(C)c3)C(C)C2)csc1C (centres undefined) | 1% | -4% | 0% | 4% | . | -4% | -8% | -18% | -2
50 | O=c1cc(-c2ccccc2)nc2nc(CCc3ccccc3)[nH]n12 | -12% | 2% | -3% | 12% | -4% | -17% | -4% | -17% | -6
51 | O=C1NC2(CCCCO2)CO1 (centres undefined) | 0% | -5% | 25% | -2% | 3% | -5% | 3% | -5% | -6
52 | C=CC1=C[C@@H](O)C2OC2C12OCCCO2 (some centres undefined) | -1%[12.4 µM] | 0% | . | 0%[15.3 µM] | -4%[12.4 µM] | . | . | . | .
53 | CCOC(=O)c1c(O)c2ccccc2n(C)c1=O | -2% | 0% | 6% | -2% | 2% | 34%[activator] | 2% | -17% | -5
54 | O=C(COC(=O)c1ccccc1F)Nc1ccc(S(=O)(=O)N2CCOCC2)cc1 | . | -2% | . | . | -11% | -9% | -9% | -21% | 2
55 | COc1ccc(C(=O)NCC(C)NC(=O)c2ccc(OC)cc2)cc1 (centres undefined) | . | 0% | . | . | . | 10% | -7% | -6% | -15
56 | COc1ccc(-c2nc(CCNC(=O)c3ccccc3)cs2)cc1OC | -1% | -5% | -22% | -6% | . | -17% | 6%[60.1 µM] | -8% | -7

# In another format: results already given.
40: CC(=O)c1sc2nc(-c3ccc(C)cc3)c3c(c2c1N)CCCC3
  BLM helicase inh: -6%; GRP78 ERSR act: -4%; POLB inh: -1%; Anesthetic bind: -5%; APE1 inh: -6%; POLI inh: -2%; POLK inh: 1%; Pol eta inh: -3%; LDHA block: 0

41: COc1ccc(C(=O)Nc2cnc3ccccn3c2=O)cc1
  BLM helicase inh: -1%&3%; GRP78 ERSR act: -5%&-6%; POLB inh: 25%&-3%; Anesthetic bind: -8%&-2%; APE1 inh: 5%; POLI inh: -8%&24%; POLK inh: -8%; Pol eta inh: -4%&16%; LDHA block: -5&-1

# Source: PubChem (National Center for Advancing Translational Sciences (NCATS))
